# Screening results deposited in PubChem BioAssay by Broad Institute.
# S100A4 MyoIIA: inhibitors of human S100A4 binding to myosin IIA peptide; S100A4/TAMRA-MyoIIA peptide fluorescence polarization; inhibition, % at 10.7 µM; 360,000 tested, 0.14% active; AID 652163;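 active means mean inhibition of at least 70% across replicates, with every replicate also reaching that level; inconclusive means mean inhibition reaches 70% but some replicates fall short; inactive means mean inhibition below 70%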
# Target sequence (P26447 whole entry, looked up): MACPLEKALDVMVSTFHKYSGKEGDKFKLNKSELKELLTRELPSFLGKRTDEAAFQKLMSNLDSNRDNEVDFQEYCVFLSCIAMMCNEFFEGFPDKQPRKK
#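 Material: S100A4 monomer protein / Buffer or medium: 50 mM HEPES pH 7.2, 10 mM CaCl2, 100 mM KCl / Times: 5 min incubation before reading / Benchmarks: neutral control DMSO, positive control TFP / Reagent: labelled myosin peptide probe, 5 nM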
# Cneo AK release: causes C. neoformans cell lysis; 360,000 tested, 0.2% active; adenylate kinase release luminescence, 4 h; normalised: neutral wells 0, clomiphene wells 100; AID 651654; lysis activity, % at 15 µM;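 active means mean lysis activity across replicates of at least 80%, whatever share of replicates individually reach that level; inactive means mean lysis activity below 80%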
#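 Schedule: static 4 h at 37 °C with compound, 1 h detection; system: C. neoformans cells; benchmarks: Clomiphene as positive control; buffer or medium: fresh YPD medium; measure: luminescence rise reflecting yeast cell lysis; measured by: luminescent adenylate kinase detection reagent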
# XiGFP reactiv: reactivates the inactive X chromosome in mouse fibroblasts | XiGFP mouse fibroblasts, % GFP-positive cells imaging, 3 d; cells co-treated with 5-aza-dC sensitizer; scaled so ellipticine positive control = 100% | 360,000 tested, 0.055% active | AID 743238 | activation, % at 7.58 µM;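 active means mean normalized replicate activation at least 10% and every replicate at or above 10%; inconclusive means only one of the two criteria met; inactive means mean below 10% and not all replicates reach 10%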;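 further: 0% = median of on-plate neutral control wells and 100% = ellipticine 6 µM median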
#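 Assay system – SV40-immortalized XiGFP fibroblast cells, line 68-5-11 · Buffer or medium – DMEM supplemented with 5-aza-dC as sensitizing agent · Dosing – one concentration, pinned · Benchmarks – positive control ellipticine, 6 µM final · Times – 3 days compound exposure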
# PGC1a acetyl inh: modulators of PGC1a acetylation; U2OS PGC1a acetylation, AlphaScreen anti-acetyl-lysine; with virally co-expressed GCN5 acetyltransferase; inhibition, % at 15.6 µM; 350,000 tested, 0.17% active;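 active means every replicate shows inhibition of at least 40%; inconclusive means mean inhibition at least 40% but some replicate below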;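 further: 0% = neutral control wells and 100% = positive control wells; some results beyond the cut were filed as inactive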
# ERAP1 HTS inh: ERAP1 (human) enzyme inhibition | recombinant ERAP1, Leu-AMC fluorescence, 60 min | AID 652197 | 340,000 tested, 0.15% active | inhibition, % at 10.7 µM | Q9NZ08;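 active means mean replicate inhibition of at least 30%, or all replicates individually reaching that 30% level; inactive means mean below 30% and not every replicate reaching it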;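 further: 0% = neutral control wells and 100% = L-leucinethiol positive control wells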
# Target sequence (Q9NZ08 whole entry, looked up): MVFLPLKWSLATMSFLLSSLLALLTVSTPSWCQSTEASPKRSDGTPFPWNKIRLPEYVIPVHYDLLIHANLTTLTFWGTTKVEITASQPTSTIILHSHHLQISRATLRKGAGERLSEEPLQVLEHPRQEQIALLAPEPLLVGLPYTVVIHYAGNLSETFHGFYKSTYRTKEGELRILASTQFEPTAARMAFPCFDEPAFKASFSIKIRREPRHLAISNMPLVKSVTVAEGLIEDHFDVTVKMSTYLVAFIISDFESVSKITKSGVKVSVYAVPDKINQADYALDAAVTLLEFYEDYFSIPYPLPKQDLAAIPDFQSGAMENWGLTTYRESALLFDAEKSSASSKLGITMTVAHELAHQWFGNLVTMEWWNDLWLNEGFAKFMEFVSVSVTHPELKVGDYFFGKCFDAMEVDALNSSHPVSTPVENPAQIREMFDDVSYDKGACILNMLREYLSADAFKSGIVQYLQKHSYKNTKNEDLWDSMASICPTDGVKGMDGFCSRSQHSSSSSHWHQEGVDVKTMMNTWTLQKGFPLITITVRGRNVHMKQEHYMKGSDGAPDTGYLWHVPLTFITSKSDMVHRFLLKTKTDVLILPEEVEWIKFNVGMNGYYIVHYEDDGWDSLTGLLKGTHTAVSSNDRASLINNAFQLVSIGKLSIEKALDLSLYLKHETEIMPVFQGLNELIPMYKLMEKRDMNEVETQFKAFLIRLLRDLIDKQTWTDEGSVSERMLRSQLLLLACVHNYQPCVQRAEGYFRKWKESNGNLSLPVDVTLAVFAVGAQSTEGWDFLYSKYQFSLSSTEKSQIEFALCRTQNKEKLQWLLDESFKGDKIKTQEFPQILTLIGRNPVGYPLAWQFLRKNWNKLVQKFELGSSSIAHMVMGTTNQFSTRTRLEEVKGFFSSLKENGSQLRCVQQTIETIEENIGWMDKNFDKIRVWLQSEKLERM
# C2C12 statin: suppression of simvastatin myotoxicity; C2C12 myotubes + simvastatin, ATP luminescence, 48 h; scaled: DMSO 0, geranylgeraniol control 100; rescue of ATP level, % at 7.49 µM; 330,000 tested, 0.78% active; AID 602340;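 active means mean ATP rescue above about 67%, or every replicate alone reaching that limit, limit read from the data, passing the limit was not always enough; inconclusive means no clear call, values can overlap the other calls; inactive means mean under the limit and some replicate under it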;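 further: myotubes were challenged with 10 µM simvastatin during compound exposure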
# SIRT5 block: inhibitors of human sirtuin-5 desuccinylase; Q9NXA8; Purified SirT5, succinyl-peptide AMC, trypsin-coupled fluorescence; inhibition, % at 15 µM; 330,000 tested, 1.1% active; AID 652115; in the data active means inhibition above about 15%; inconclusive means no clear call, values can overlap the other calls
# LGR2 antag: Drosophila LGR2 receptor signaling inhibition; HEK293 LGR2, CRE-luciferase, bursicon-stimulated, 4 h; inhibition, % at 9.99 µM; 380,000 tested, 0.35% active;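 active means drop in luminescence signal, shown as inhibition above about 50% in the replicate tests, limit read from the data, passing the limit was not always enough; inconclusive means probably only some replicates passing the limit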;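 further: agonist challenge used bursicon conditioned medium at about half maximal strength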
# * hit, by the source's call; u = inconclusive; x = no result given; & = joins results of further samples.
smiles	PGC1a acetyl inh	C2C12 statin	SIRT5 block	S100A4 MyoIIA	LGR2 antag	Cneo AK release	XiGFP reactiv	ERAP1 HTS inh
CC(C)OC(=O)N(C)C[C@H]1OCc2cn(nn2)CCCC(=O)N([C@@H](C)CO)C[C@@H]1C	4&5	-2&0	4&-4&0	2&1&-3	-4&6	4&3	-0.2&-0.1	-1&-2&1
O=C(O)/C(=C\c1ccccc1OC(F)F)c1ccc(-c2ccccc2)cc1	-2	-7	5	-2	-34	1	0.0	5
COc1ccc(CCN(C)C(=O)CNC(=O)Cc2cccc3ccccc23)cc1OC	-2	x	-3	45	-5	0	0.0	5
COc1cc(OC)cc(C(=O)NC(C(=O)NNC(=O)c2ccc(C)cc2)C(C)C)c1 (stereo unspecified)	x	-5	-5	8	-12	-1	0.4	2
CO[C@H]1CC[C@@H]2CCOc3ccc(C#N)cc3C(=O)N(C)C[C@@H](OC)[C@H](C)C(=O)N(C)C[C@@H]1O2	x	-25	-5	-7	0	0	0.0	-3
Cn1c(CN2CCCCC2)nc2cc([N+](=O)[O-])ccc21	x	x	1	1	2	x	-0.1	-2
O=C(/C=C\c1ccc(-c2cccc([N+](=O)[O-])c2)o1)N1CCOCC1	x	x	-1	29	-64	x	0.2	-1
Cc1ccc(NC2c3ccccc3C(=O)N2c2cccnc2)cc1 (stereo unspecified)	1	10	-5	-4	-5	-2	-0.1	-2
CCOc1ccccc1C(=O)Nc1nnc(SCC(=O)N2CCOCC2)s1	-3	4	-3	1	4	0	0.6	-1
Cc1ccc(C)n1-n1cnc2sc(-c3ccccc3)cc2c1=O	2	-10	x	x	0	15	x	x
COc1cc(OC)cc(C(=O)NC2CCCCCCC2)c1	4	6	-5	-3	7	0	-0.1	1
COC(=O)[C@]1(C)N[C@H](CN(C)S(=O)(=O)c2ccc(F)cc2)[C@@H]2C(=O)N(Cc3ccccc3)C(=O)[C@@H]21	x	12	x	0	x	3	0.0	x
CC(C)(C)c1nnc2sc(SCC(=O)NCc3ccco3)nn2c1=O	-4	1	1	-5	-1	-1	0.0	1
COc1ccc(NC(=O)Nc2cccc3c2O[C@H](CN(C)C(=O)NC(C)C)[C@@H](C)CN([C@@H](C)CO)C3=O)cc1	0	-71	-1	7	8	-3	0.2	-2
CN1CCN(C(=O)C[C@H]2CC[C@@H]3[C@@H](COc4ccc(NC(=O)c5cccs5)cc4C(=O)N3C)O2)CC1	-1	-5	-2	6	-8	1	0.0	-1
COc1ccc2c3c(n(C)c2c1)[C@H](CO)N(C(=O)c1cccc(F)c1)CC31CCN(C(=O)c2cccc(F)c2)CC1	-3	x	x	-2	-3	x	0.2	-2
CNC(=O)c1ccccc1Sc1ccccc1C#N	x	-1	0	-4	x	1	0.0	0
Cn1ccc(NC(=O)Nc2ccc(Cl)cc2)n1	2	x	-3	5	-25	0	0.2	4
Cc1ccc(S(=O)(=O)Nc2ccc3c(c2)C(=O)N([C@@H](C)CO)C[C@H](C)[C@@H](CN(C)Cc2ccccc2)OCCCC[C@@H](C)O3)cc1	-15	x	x	x	2	2	0.7	x
C#CCOc1c(Br)cc(/C=C2/C(=O)ON=C2C)cc1OC	10	0	-2	-8	4	-3	0.0	11
COc1ccc(CNC(=O)CSc2nc3ccccc3n2C(C)=O)cc1	-15	-10	1	-2	-2	-1	0.0	-4
COc1ccc(CNC(=O)C(C)N(C)Cc2cccc(F)c2)cc1 (stereo unspecified)	9	4	2	-3	-24	0	0.0	-2
C[C@@H]1CN([C@H](C)CO)S(=O)(=O)c2ccc(C#CC3CCCC3)cc2O[C@@H]1CN(C)CC1CC1	-36	x	5	-13	3	19	-0.9	0
CC1=NCCN1CCNC(=O)Nc1cc(C)cc(C)c1	8	x	21*	-2	7	0	0.0	x
O=C(NCC1CC1)[C@H]1[C@H](CO)[C@H]2Cn3c(ccc(/C=C/c4ccccc4)c3=O)[C@@H]1N2C(=O)C1CC1	x	-7	-94	6	-27	-7	0.4	-411
O=C1CCN(Cc2cccnc2)CCN1[C@H](CO)Cc1ccccc1	x	-6	x	0	3	0	0.0	-3
CSCCC(NC(=O)OC(C)(C)C)C(=O)Oc1ccc2c(=O)c(-c3ccc4c(c3)OCCO4)coc2c1 (stereo unspecified)	-73	1	x	-3	x	-11	x	x
Cc1ccc(N(CC(=O)NCC2CCCO2)C(=O)CNS(=O)(=O)c2ccc(Cl)cc2)cc1 (stereo unspecified)	x	-1	-4	1	-2	0	0.0	-3
CN1C2CCC1CC(NC(=O)c1cc(Cl)cc3[nH]cnc13)C2 (stereo unspecified)	-13	-9	-1	-15	-10	-1	0.1	0
O=C(OCCn1c(=S)sc2ccccc21)c1ccccc1	x	x	-3	-7	-105	x	0.1	3
COc1ccc(/C=C(\NC(=O)c2ccco2)C(=O)NCCc2nc3ccccc3[nH]2)cc1	-11	x	-4	-4	7	2	0.0	0
O=C(C[C@@H]1CC[C@@H]2[C@H](COC[C@H](O)CN2C(=O)c2ccccn2)O1)N1CCN(c2ccccc2)CC1	-2	-8	4	-59	-13	-2	0.0	-3
O=C(NC1CCN(S(=O)(=O)c2ccc(F)cc2)CC1)c1ccccc1	7	-16	1	-2	2	2	0.1	-4
CN(C)c1ncnc2c1ncn2CCn1cnc2c(N(C)C)ncnc21	5	8	-6	-4	-16	2	0.0	-6
CCOC(=O)N1CCN(C(=O)c2c[nH]c3ccc(S(=O)(=O)N(C)c4ccc(OCC)cc4)cc3c2=O)CC1	-3	0	-1	-5	0	4	0.0	0
O=C(COc1ccccc1)Nc1ccc(NC(=O)c2ccco2)cc1	-46	x	-7	3	-31	x	0.1	1
COc1ccc(S(=O)(=O)N(C)C[C@@H]2OCCCC[C@@H](C)Oc3ccc(NC(=O)CCCN(C)C)cc3C(=O)N([C@@H](C)CO)C[C@H]2C)cc1	6	x	-7	-1	7	1	-0.1	-1
COc1cccc(-c2nc(-c3cccs3)no2)c1	-2	0	1	1	30	x	0.0	-4
C[C@@H]1CN([C@H](C)CO)C(=O)c2cc(C#Cc3ccccc3F)cnc2O[C@H]1CN(C)C(=O)C1CCCCC1	12	23	9	9	-1	2	0.9	-2
C/C(=N/NC(=O)CSc1nc2ccccc2s1)c1ccncc1	x	x	-7	7	-4	x	-0.1	x
CCc1ccc(-n2c(SCC(=O)Nc3cccc(S(=O)(=O)NC4=NCCCCC4)c3)nc3ccccc3c2=O)cc1	x	x	-2	1	3	x	0.0	2
O=C(O)CCN1C(=O)/C(=C\c2cccc(OCC(=O)Nc3ccc(Cl)cc3)c2)SC1=S	-6	36	2	2	-14	10	0.1	-2
CC(=C\c1ccccc1)/C=C1/SC(=S)N(CCCC(=O)O)C1=O	-3	12	4	0	8	-2	-0.1	0
O=c1[nH]c2ccccc2nc1-c1nnnn1C1CCCC1	x	x	-2	7	-22	x	-0.1	3
CC(=O)Nc1ncc(Cc2cccc(Cl)c2)s1	x	x	-6	-8	-8	x	0.0	-1
CCc1ccc(-c2csc(-c3c[nH]c4ccccc34)n2)cc1	x	8	x	x	-70	-2	0.1	x
O=C1c2ccccc2C(=O)N1c1ccc(Cc2ccncc2)cc1	u	-2	-3	3	8	-6	0.0	x
Cc1cc(C)c(S(=O)(=O)N2CCc3ccccc32)c(C)c1	-18	1	2	-16	25	-2	0.3	-1
NS(=O)(=O)c1ccc(CCNC(=S)NC(=O)c2ccccc2Br)cc1	18	-2	0	3	5	-1	-0.2	2
Cc1cc(NC(=O)CSc2nnc(C)c(=O)n2N)no1	0	x	1	-6	-22	3	-0.1	2
CCCN1CCN(C(=O)C(NC(=O)c2ccco2)C(C)C)CC1 (stereo unspecified)	5	5	2	-1	-13	0	0.1	-5
CN1c2ccc(-c3ccccc3)cc2[C@@H]2[C@@H](CCN2C(=O)NC2CCCCC2)[C@@H]1CO	-2	x	-6	-5	14	x	-0.1	-1
Cc1nn(C)cc1NC(=O)C[C@H]1CC[C@@H]2[C@@H](COc3ccc(NC(=O)NC(C)C)cc3C(=O)N2C)O1	-2	9	-6	15	15	-1	0.2	1
O=C(NC1CCCCC1)N1CCCCCC1	0	4	-6	33	-5	-1	x	1
Cc1occc1C(=O)Nc1cccc([N+](=O)[O-])c1C	0	x	x	3	-3	x	0.0	1
Cc1cccc(-n2c(C)cc(/C=C3\C(=N)N4N=C(CC(C)C)SC4=NC3=O)c2C)c1	x	x	7	4	4	1	0.6	3
O=C(CSc1ccccc1)NCc1ccccn1	2	2	-1	5	1	0	-0.1	1
CC(O)c1nc2cc([N+](=O)[O-])ccc2n1Cc1ccccc1 (stereo unspecified)	-11	-1	-1	4	2	5	-0.1	-3
COCC(=O)N1[C@H](C#N)[C@H](c2ccc(C3=CCCCC3)cc2)[C@H]1CO	11	0	-1	-42	-17	-2	-0.1	0
CC(=O)c1ccc(-c2cccc(-c3nc4ccccn4c3NC3CCCCC3)c2)cc1	x	21	-3	0	29	1	0.1	4

# Further records follow:
smiles	PGC1a acetyl inh	C2C12 statin	SIRT5 block	S100A4 MyoIIA	LGR2 antag	Cneo AK release	XiGFP reactiv	ERAP1 HTS inh
O=C(N/N=C/c1ccccn1)c1ccc(N/N=C/c2ccccn2)cc1	x	x	0	0	3	x	0.2	1
CC(C)(C)c1ccc(OCC(=O)N2CCCCCC2)c(Br)c1	x	x	-6	-21	-29	x	0.0	3
CCCC(C(=O)NCC1CCCO1)N(C(=O)CNS(=O)(=O)c1ccccc1)c1ccc(F)cc1 (stereo unspecified)	x	0	-2	-7	3	1	0.1	-2
Cc1cc(NC(=O)CSCC(=O)OCc2nnc(-c3ccc(F)cc3)o2)no1	4	4	2	0	11	-1	1.6	0
C[C@@H]1CCCCO[C@@H](CN(C)C(=O)Cc2ccccc2)[C@H](C)CN([C@@H](C)CO)C(=O)c2cc(NC(=O)Nc3cccc4ccccc34)ccc2O1	3	x	7	-46	20	-1	0.2	1
C[C@@H]1CN([C@H](C)CO)C(=O)c2cc(NC(=O)Nc3ccc4c(c3)OCO4)ccc2O[C@@H](C)CCCCO[C@H]1CN(C)Cc1ccc2c(c1)OCO2	5	x	12	8	0	5	-0.1	-3
COc1ccc([Si](C)(C)[C@H]2[C@H](CCO)O[C@@]3(C(=O)N(Cc4cccc(NC(C)=O)c4)c4ccccc43)[C@@H]2C)cc1	-30	x	0	3	x	64	x	-6
C[C@@H]1CN([C@@H](C)CO)C(=O)c2cc(N(C)C)ccc2O[C@@H]1CN(C)S(=O)(=O)c1cccs1	1	-34	3	4	1	-32	-0.1	3
Cn1cnc([N+](=O)[O-])c1Sc1nc(N)nc2c1ncn2Cc1ccccc1	18	4	-1	0	-3	-1	0.1	2

# Only part of the results is shown. The share of hits here may be higher or lower than overall.
